HttQ103 aggreg: qHTS Multiplex Assay to Identify Dual Action Probes in a Cell Model of Huntington: Aggregate Formation (GFP). PC12 HttQ103-GFP aggregates, Acumen cytometry, 40 h. hit rate 1.1% among 220,000. AID 1688, 2009. Potency, µM (doses to about 46.1 µM), without a hit: at the highest dose activity change, negative = inhibition, most hits filed as inhibitors; note: potency is the fitted concentration of half-maximal effect; % is set by controls: 0 for no effect and ±100 for the full control effect; nearly all actives have a fitted effect of over 60% in size
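Aggregates are detected as GFP objects 1–25 µm with signal 6 STDEV over background in lysates of induced PC12 cells. These carry Huntingtin exon 1 with 103 glutamines fused to GFP under an ecdysone promoter; compounds titrated.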
GAA inhib: qHTS Assay for Inhibitors of Human alpha-Glucosidase as a Potential Chaperone Treatment of Pompe Disease. hit rate 0.005% among 200,000. Potency, µM (titrated, usually from 76.9 µM), without a hit: top-dose activity change, negative = inhibition, actives largely listed as inhibitors. purified human GAA, 4-MU-alpha-glucoside fluorescence;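 note: potency is the fitted concentration of half-maximal effect; plate controls were uninhibited enzyme wells for no effect and no-enzyme background for full effect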
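Human alpha-glucosidase, 4 nM, pre-mixed with test compounds before 400 uM 4-methylumbelliferyl substrate; 20 min room temperature at pH 5.0. Fluorescence read after pH 10 stop; AC50 values from Hill-equation fits.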
CBFb-RUNX1 inh: qHTS Assay for Compounds Blocking the Interaction Between CBF-beta and RUNX1 for the Treatment of Acute Myeloid Leukemia; Runt-related transcription factor 1 (Homo sapiens) + Core-binding factor subunit beta …; AlphaScreen CBFb-His/RUNX1-biotin binding, biochemical; Potency, µM (highest dose often 59.8 µM), without a hit: top-dose activity, negative = inhibition, actives largely listed as inhibitors; 230,000 tested, under 10 active; note: % of control where 0% means no effect
Target sequence (Q01196 whole entry, looked up): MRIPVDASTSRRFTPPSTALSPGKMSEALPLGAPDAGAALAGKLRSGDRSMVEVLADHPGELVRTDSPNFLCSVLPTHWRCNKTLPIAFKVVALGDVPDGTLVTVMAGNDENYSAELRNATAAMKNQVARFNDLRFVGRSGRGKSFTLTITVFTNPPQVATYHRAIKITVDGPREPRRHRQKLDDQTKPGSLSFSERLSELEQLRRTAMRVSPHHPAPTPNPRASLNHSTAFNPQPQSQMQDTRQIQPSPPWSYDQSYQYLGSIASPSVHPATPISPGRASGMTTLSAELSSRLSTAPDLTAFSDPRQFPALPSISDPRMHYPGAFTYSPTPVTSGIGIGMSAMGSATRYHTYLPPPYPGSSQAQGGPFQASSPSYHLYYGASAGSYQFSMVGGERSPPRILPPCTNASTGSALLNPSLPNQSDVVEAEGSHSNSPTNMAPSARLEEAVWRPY
Target sequence (Q13951 whole entry, looked up): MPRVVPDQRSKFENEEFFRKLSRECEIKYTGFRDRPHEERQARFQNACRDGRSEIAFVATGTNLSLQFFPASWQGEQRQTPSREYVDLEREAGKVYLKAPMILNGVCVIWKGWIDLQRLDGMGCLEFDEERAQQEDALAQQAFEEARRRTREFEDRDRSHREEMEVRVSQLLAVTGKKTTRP
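CBF-beta (His) and RUNX1 (biotin), 30 nM each; 20 min preassociation; + compound, 15 min; + beads 50 ng each (Ni, streptavidin), 90 min; RT; AlphaScreen read.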
LMNA splice mod: qHTS Assay for Modulators of Lamin A Splicing; HeLa LMNA splicing GFP/RFP minigene ratio, 48 h; Potency, µM (highest dose often 46.1 µM), inactives show top-dose ratio change, negative = inhibition, usual class: inhibitors; hit rate 0.01% among 200,000; AID 1487, 2009; active = well fitted inhibition curve with a large enough effect in the signal ratio, with a control signal flat, not every such curve was filed as active; inconclusive = small, poorly fitted or top-dose-only effect, or effect the other way, or a change in a side signal; the % refers to the signal ratio; note: potency is the fitted concentration of half-maximal effect; % is set by controls: 0 for no effect and ±100 for the full control effect
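S3 HeLa cells stably expressing lamin A-EGFP splicing minigene plus DsRed2, 600 cells/well, 48 h compound exposure at 37C. Laser-scanning cytometry; analysed as GFP (500-530 nm)/RFP (575-640 nm) total intensity ratio; 0.5% DMSO vehicle.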
HTT cytoprotect: qHTS Multiplex Assay to Identify Dual Action Probes in a Cell Model of Huntington: Cytoprotection (ATP) | Potency, µM (series often up to 56.4 µM), without a hit: cytoprotection (ATP increase), hits mostly activators | hit rate 0.14% among 230,000 | PC12 HTT-Q103 induced, cytoprotection, ATP luminescence, 40 h;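 note: potency is the fitted concentration of half-maximal effect; % of control where 0% means no effect; nearly all actives have a fitted effect of over 45% in size; toxic huntingtin expression switched on by the ecdysone agonist tebufenozide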
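ATP quantification (ATPlite) reports survival of PC12 cells in which tebufenozide, 100 nM final, switches on Htt exon 1 with 103 glutamines linked to GFP; compounds are titrated.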
GAA glycogen: qHTS Assay for Inhibitors and Activators of Human alpha-Glucosidase Cleavage of Glycogen | recombinant GAA, glycogen substrate, Amplex Red glucose oxidase fluorescence | Potency, µM (top dose mostly 76.4 µM), for inactives: at the top dose activity change, negative = inhibition, hits mostly inhibitors | hit rate 0.38% among 300,000 | AID 2100, 2009;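 note: potency is the fitted concentration of half-maximal effect; 0% = full enzyme reaction and -100% = no-enzyme basal signal; the screen sought inhibitors and activators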
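Recombinant human alpha-glucosidase (4 nM final) hydrolysed bovine liver glycogen (30 ug) for 40 min at 37 C in pH 5.0 citrate/phosphate with 0.01% Tween-20. Released glucose detected by glucose oxidase/Amplex Red, Ex 573/Em 610 nm. Compounds up to 77 uM; AC50 from Hill fits.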
aGlu spleen mod: qHTS Assay for Inhibitors and Activators of Human alpha-Glucosidase From Spleen Homogenate | Lysosomal alpha-glucosidase (Homo sapiens), P10253 | human spleen homogenate, 4-MU-alpha-glucoside fluorescence | Potency, µM (titrated, usually from 79.9 µM), for the others: top-dose activity change, negative = inhibition, hits mostly inhibitors | hit rate 0.006% among 240,000 | AID 2112, 2009;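 note: potency is the fitted concentration of half-maximal effect; 0% = enzyme with vehicle and -100% = no enzyme basal signal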
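AC50 values come from Hill-equation fits of concentration-response data, normalized to no-enzyme and full-activity controls. Enzyme source: 1 ug human spleen homogenate; 1 mM fluorogenic 4-MU glucoside, pH 5.0 citrate buffer, 37 C, 40 min.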
Numbers without * were called inactive; ? = inconclusive; . = no result given; & = joins results of further samples; [ ] = remark or other dose. Unless noted, calls come from the whole dose curve; as a rule, active = well fitted curve in the direction sought with a large enough effect; inconclusive = small, poorly fitted or top-dose-only effect, or another doubt; inactive = no such curve, though single readings can be large; an effect the other way counts as inactive or inconclusive. Compounds as they come; 1.5% or so of the library scored in one or more.

#	structure	HttQ103 aggreg	GAA inhib	CBFb-RUNX1 inh	LMNA splice mod	HTT cytoprotect	GAA glycogen	aGlu spleen mod
1	CC1CN(CCC(=O)Nc2ccc3c(c2)CCC3)CC(C)O1 (stereo not drawn)	9%	-4%	7%	7%	-10%[10 µM]	-2%	-6%
2	CN(C)c1ncc2nc(-c3cc(F)cc(F)c3)c(=O)n(C)c2n1	.	.	.	11%	-9%	.	-12%
3	CC1(C)CC(=O)C=C(NCCO)C1	16%[9.22 µM]	2%	1%	-1%	-14%	6%	3%
4	COc1cccc(C(C(=O)NC2CCCCC2)N(C(=O)c2ccco2)c2ccc(-n3cnnn3)c(C)c2)c1 (stereo not drawn)	-1%	0%	4%	-10%	13%[10 µM]	-5%	-16%
5	O=C(O)CCc1ccc(-c2cccs2)n1NC(=O)c1ccco1	-7%	-4%	-1%	3%	10%	-12%	-8%
6	CC12C(=O)N(c3ccccn3)C(=O)C1C1C=CC2C1 (stereo not drawn)	15%	-6%	0%	5%	-5%	-17%	3%
7	COc1ccc(N2CC(C)Cn3c2nc2c3c(=O)n(Cc3ccccc3)c(=O)n2C)c(OC)c1 (stereo not drawn)	-12%	-4%	-15%	.	-23%	1%	-7%
8	COc1ccccc1C(=O)NC(=S)Nc1ccc(N2CCOCC2)c(Cl)c1	-7%	10%	-3%	.	-34%[inhibitor]	-3%	-13%
9	Cc1ccc(-c2csc(SCC(=O)Nc3cc(C)on3)n2)cc1	-7%	5%	8%	-5%	-6%[10 µM]	-10%	-3%
10	Cc1cccc(NC(=S)NNC(=O)c2ccc3c(c2)OCO3)c1	-29%	-1%	?	-1%	.	6%	0%
11	CN(C)S(=O)(=O)c1ccc(NC(=O)CNc2cc(S(=O)(=O)N3CCCC3)ccc2OCC(F)(F)F)cc1	16%	-7%	-1%	?	7%[10 µM]	0%	-4%
12	O=C(NCc1ccc(Cl)cc1)c1ccc(Cn2cc(C(F)(F)F)ccc2=O)cc1	-12%	3%	3%	10%	-5%	5%	3%
13	COc1cc(C2NC(=O)NC(c3ccccc3)=C2C(C)=O)ccc1OCC#N (stereo not drawn)	-7%	-7%	11%	4%	15%[10 µM]	8%	3%
14	COC(=O)C1=C(N)Oc2cc(C)oc(=O)c2C1c1cccnc1 (stereo not drawn)	7%	0%	6%	-7%	1%[0.074 µM]	6%	2%
15	FC(F)(F)c1nc(N2CCCC2)ncc1-c1nnnn1-c1ccc(Cl)cc1	?	?	16%	?	3.5µM*	-15%	3%
16	CCOC(=O)c1c(NC(=O)CSc2ccccc2C(=O)O)sc(C)c1C	-9%[9.22 µM]	8%	-3%	.	-8%[10 µM]	9%	-5%
17	O=C1c2oc3ccccc3c(=O)c2C(c2cccnc2)N1Cc1ccco1 (stereo not drawn)	3%	-5%	9%	4%	7%[1.9 µM]	-5%	-14%
18	Cc1ccc(C)c2nc(N3CCCC3)c(C#N)cc12	0%	5%	14%	?	3%	7%	-1%
19	C=CCN1c2ccccc2[C@]23C[C@@H](C(=O)OC)N(C(=O)CC(C)C)C2=NC(C(=O)OC)=C(C(=O)OC)[C@H]13	2%[9.22 µM]	.	-2%[13.1 µM]	-3%[9.22 µM]	?	-6%	-15%[17.4 µM]
20	O=C(NC(=S)Nc1cccc2[nH]ncc12)c1ccccc1	10µM*	-8%	-18%	.	-9%	4%	.
21	COCCOCCn1c(/C=C/c2ccccc2)nc2ccccc21	-14%	14%	1%	1%[46 µM]	-180%	1%	-3%
22	Cc1nnc(SCC(=O)Nc2ncc(S(=O)(=O)c3ccc([N+](=O)[O-])cc3)s2)s1	-19%	1%	8%	15%	-12%[10 µM]	19%	0%
23	COc1ccc([N+](=O)[O-])cc1NC(=O)Cc1noc2ccccc12	-17%	-8%	-10%	?	-23%	0%	-23%
24	Cc1cccc(C)c1NC(=S)NCCSc1ccc(Cl)cc1	11µM*	-10%	-4%	?	0%	5%	-9%
25	CCN(CC)S(=O)(=O)c1cc(NC(=O)C(CC(C)C)NC(N)=O)ccc1C (stereo not drawn)	19%	4%	-4%	.	16%[10 µM]	-3%	5%

Additional structures follow:
#	structure	HttQ103 aggreg	GAA inhib	CBFb-RUNX1 inh	LMNA splice mod	HTT cytoprotect	GAA glycogen	aGlu spleen mod
26	COC(=O)c1ccccc1S(=O)(=O)N(CCCO)Cc1cc2c(C)ccc(C)c2[nH]c1=O	0%	-23%	6%	-19%	-9%[10 µM]	-3%	-2%
27	CCC(=O)OCCNc1nc(-c2ccccc2)nc2ccccc12	14%	-7%	20%	.	-12%	-4%	-13%
28	COc1ccc2sc3c(=O)[nH]c4ccccc4c3c2c1	?	5%	2%	51%	17%	2%	-14%
29	Cc1cccc(C)c1NC(=O)c1ccc(-n2cnnn2)cc1	5%	0%	10%	1%	4%	-1%	-3%
30	COCCNC(=O)CN(c1ccc(C)cc1)S(=O)(=O)c1ccccc1	3%	-6%	2%	8%	-8%[10 µM]	6%	-8%
31	COc1ccc(NC(=O)/C=C/c2ccccc2)c([N+](=O)[O-])c1	2%	6%	7%	-1%	-3%[10 µM]	9%	-4%
32	COc1ccc(CCNC(=O)c2noc3c2CCCC3)cc1OC	1%	?	-1%	-7%	3%	6%	-2%
33	Cc1cc(C)n2nc(SCC(=O)NC(=O)NCc3ccco3)nc2n1	?	5%	-1%	.	-94%[inhibitor][10 µM]	7%	3%
34	Cn1cc(CN(Cc2ccccc2)C[C@@H]2CCC(=O)N2)c(-c2ccccc2F)n1	1%[9.22 µM]	10%	2%	.	-7%[10 µM]	0%	0%
35	CC(=O)N1CCC(N(CCN2CCOCC2)C(=S)Nc2ccc(C)cc2)CC1	5%	8%	-6%	.	-21%	5%	-11%
36	Cc1nnsc1-c1onc(C)c1C(=O)O/N=C/c1ccc(Cl)cc1	26%[9.22 µM]	-15%	-3%	.	20%[10 µM]	10%	-7%
37	CC#CCN1c2ccccc2[C@]23C[C@@H](C(=O)OC)N(C(C)=O)C2=NC(C(=O)OC)=C(C(=O)OC)[C@H]13	-5%[9.22 µM]	.	6%[13.1 µM]	-2%[9.22 µM]	-12%&4%[10 µM]	4%	4%[17.4 µM]
38	CCCCC(C(=O)O)C(C)CC(=O)Nc1nncs1 (stereo not drawn)	-9%[9.22 µM]	.	0%	.	2%[10 µM]	5%	-2%
39	CC1CCCCC1NC(=O)c1cc2ccccc2o1 (stereo not drawn)	2%	-2%	-4%	-7%	4%[10 µM]	-2%	4%
40	CN(C)S(=O)(=O)N1CCN(c2ccccc2)CC1	2%	6%	3%	5%	-11%	7%	-6%
41	CCOC(=O)CN1CC23C=CC(O2)C(C(=O)Nc2ccc(F)c(C)c2)C3C1=O (stereo not drawn)	-14%	-4%	6%	-2%	18%	2%	-1%
42	Cc1nnc(SCC(=O)N2CCCCC2)s1	0%	5%	9%	-5%	5%[10 µM]	-3%	-6%
43	CCOC(=O)C1=C(C)NC2=C(C(=O)C(C(=O)OCC)C(c3ccco3)C2)C1c1ccccn1 (stereo not drawn)	5%	?	9%	-8%	-5%	6%	1%
44	Cc1ccc(NC(=S)Nc2cccc(S(=O)(=O)Nc3c(C)n(C)n(-c4ccccc4)c3=O)c2)cc1	5%	-7%	9%	.	.	-19%	-4%
45	Cc1cc2c(cc(C(=O)O)n2C)s1	-1%[9.22 µM]	-1%	-3%	10%	-5%	8%	0%
46	COc1ccc(NC(=O)C(CC(C)C)NS(=O)(=O)c2ccc3c(c2)CCN3C(C)=O)cc1OC (stereo not drawn)	6%[9.22 µM]	-10%	-1%	0%	1%	-3%	2%
